D3 ag: activates the human D3 dopamine receptor | D3R DiscoveRx beta-arrestin cells, luminescence, 90 min | max activation, % | 410,000 tested, 0.58% active; in the data active = max activation above about 30%; also: 0% is about no effect; mostly tested at two doses, the higher about 12 µM
Target sequence (P35462 whole entry, looked up): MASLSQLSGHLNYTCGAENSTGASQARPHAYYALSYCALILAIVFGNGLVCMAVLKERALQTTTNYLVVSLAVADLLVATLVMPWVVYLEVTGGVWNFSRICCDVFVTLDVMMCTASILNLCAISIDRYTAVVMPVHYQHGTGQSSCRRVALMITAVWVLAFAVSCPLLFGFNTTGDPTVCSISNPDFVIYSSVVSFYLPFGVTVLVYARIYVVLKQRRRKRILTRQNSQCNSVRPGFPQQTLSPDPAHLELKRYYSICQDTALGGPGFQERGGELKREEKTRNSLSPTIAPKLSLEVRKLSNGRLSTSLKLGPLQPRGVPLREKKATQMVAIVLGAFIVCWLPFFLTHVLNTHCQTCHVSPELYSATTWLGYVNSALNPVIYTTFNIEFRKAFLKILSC
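Agonist mode: compounds and dopamine controls were applied to plated cells for 90 min at 37 degrees C after an overnight attachment at 1500 cells/well. Luminescent read-out followed 30 - 60 minutes at room temperature with DiscoveRx detection reagent.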
IL1B secr inh: blocks inflammasome-driven IL-1 beta release. THP-1 LPS/ATP IL-1B secretion, AlphaLISA, 16 h; active compounds read low. activity change, % at 57.5 µM. 360,000 tested, 4.7% active; in the data active = activity change below about -50%; inconclusive = mostly about -30% to -49%; also: % is scaled to controls: 0 for no effect and ±100 for the full control effect
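Secreted IL-1B measured by AlphaLISA bead assay after 16 h compound exposure of THP-1 cells; compounds (final up to 57.5 uM) added 1 h before LPS (250 ng/mL) and ATP (1.25 mM) stimulation; lower signal means less secretion.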
KB-V1 cytotox: KB-V1 MDR subline cytotoxicity | AID 1347076 | 400,000 tested, 3.4% active | Potency, µM (titrated, usually from 46.1 µM), for inactives: at the top dose activity change, negative = cytotoxicity, actives largely listed as cytotoxic | KB-V1 MDR cells viability, CellTiter-Glo, 72 h; also: potency is read from the fitted curve at half-maximal effect; % is scaled to controls: 0 for no effect and ±100 for the full control effect; nearly all actives have a fitted effect of over 60% in size
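Compound-treated KB-V1 multidrug-resistant cells, 72 h, 37 degrees C; viability by CellTiter-Glo. Fitted qHTS curves give the values.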
KB-3-1 cytotox: KB-3-1 parental cell cytotoxicity. Potency, µM (top dose mostly 46.1 µM), inactives show top-dose activity change, negative = cytotoxic, usual class: cytotoxic. 400,000 tested, 1.4% active. AID 1347075. KB-3-1 viability, CellTiter-Glo ATP luminescence, 72 h; also: potency is read from the fitted curve at half-maximal effect; % is scaled to controls: 0 for no effect and ±100 for the full control effect; nearly all actives have a fitted effect of over 60% in size
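Parental KB-3-1 adenocarcinoma cells in phenol-red-free DMEM with 10% FBS were pin-treated with compounds at several concentrations, incubated 72 h at 37 °C, and viability read by CellTiter-Glo luminescence; concentration-effect curves were fitted after normalization.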
HT1080 IDH1KD tx: HT-1080 IDH1 knockdown cell toxicity (counter line). Potency, µM (doses to about 46.1 µM), for inactives: top-dose activity, negative = toxicity, hits mostly cytotoxic. 360,000 tested, 2% active. HT-1080 IDH1 knockdown viability, ATP luminescence, 48 h. AID 686971;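 also: potency is read from the fitted curve at half-maximal effect; 0% = DMSO wells and -100% = cell-free medium wells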
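% activity derives from luminescence (CellTiter-Glo), normalised to DMSO and no-cell wells. HT-1080-IDH1KD cells, 750/well, had 48 h compound exposure at 37 °C.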
SW480 rerep: induces DNA re-replication in SW480 colon adenocarcinoma cells; 340,000 tested, 1.8% active; Potency, µM (doses to about 46.1 µM), without a hit: at the top dose re-replication activation, hits mostly activators; SW480 DNA re-replication, Hoechst DNA content imaging, 48 h; also: potency is read from the fitted curve at half-maximal effect; % of control where 0% means no effect; nearly all actives have a fitted effect of over 55% in size
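Treated cells incubate 48 hr (37 C, 5% CO2), are stained 40 min with Hoechst, and nuclear fluorescence is enumerated; a rise in nuclei with high DNA signal marks re-replication.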
MCF10A rerep: DNA re-replication induction in MCF 10a cells; Potency, µM (series often up to 46.1 µM), for inactives: top-dose activity, positive = re-replication, most hits filed as activators; 350,000 tested, 2.9% active; MCF 10A DNA re-replication, Hoechst nuclear intensity, 48 h; also: potency is read from the fitted curve at half-maximal effect; % of control where 0% means no effect; nearly all actives have a fitted effect of over 50% in size
HT1080NT lethal: kills 2HG-producing HT-1080-NT fibrosarcoma cells | Potency, µM (highest dose often 46.1 µM), for inactives: top-dose activity, negative = less viability, usual class: cytotoxic | 360,000 tested, 1.6% active | HT-1080-NT fibrosarcoma viability, CellTiter-Glo ATP luminescence, 48 h;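 also: NT is the 2HG producing partner of a matched IDH1 knockdown line; potency is read from the fitted curve at half-maximal effect; 0% = DMSO-treated cells and -100% = media-only wells without cells; nearly all actives have a fitted effect of over 55% in size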
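Viability by CellTiter-Glo luminescence after 48 h compound exposure at 37C of HT-1080-NT cells (750/well, RPMI, 5% FBS). % activity scaled between DMSO wells and medium-only wells, then curve-fitted and categorized by curve class.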
HEK293 tox: cytotoxicity in counter-screen for GLP-1R inverse agonists; HEK293 cAMP-luciferase reporter cells, luminescence, 24 h; Potency, µM (top dose mostly 38.3 µM), for inactives: at the top dose activity change, negative = inhibition, most hits filed as inhibitors; 410,000 tested, 0.13% active;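 also: loss of luciferase light is scored as toxicity; potency is read from the fitted curve at half-maximal effect; % is scaled to controls: 0 for no effect and ±100 for the full control effect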
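Luminescence readout: signal drop marks cytotoxicity. Plated cells grew 12 h at 37 °C, 5% CO2, received 23 nL compound for 24 h, then got luciferase reagent, read after 12 min at RT.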
Active calls of the source: *; u = inconclusive; x = not tested or not shown; & = joins results of further samples; [ ] = remark or other dose. Unless noted, calls follow the shape of the dose curve; as a rule, active = well fitted curve in the direction sought with a large enough effect; inconclusive = small, poorly fitted or top-dose-only effect, or another doubt; inactive = no such curve, though single readings can be large; an effect the other way counts as inactive or inconclusive.

Start of the data: the first 2 records (preview)
Keys – A = D3 ag; B = IL1B secr inh; C = KB-V1 cytotox; D = KB-3-1 cytotox; E = HT1080 IDH1KD tx; F = SW480 rerep; G = MCF10A rerep; H = HT1080NT lethal; I = HEK293 tox
CCCCC(C(=O)O)C(C)CC(=O)Nc1cccc(C(=O)O)c1 (stereo not drawn)
  A: -16 | B: 7 | C: 4% | D: -14% | E: -5% | F: 2% | G: 2% | H: 0% | I: -17%

COc1cc(NS(=O)(=O)c2csc(C(N)=O)c2)cc(OC)c1
  A: 7 | B: 37 | C: u | D: -17% | E: 6% | F: 5% | G: 1% | H: 22% | I: -7%

The listing, from the start:
Keys – A = D3 ag; B = IL1B secr inh; C = KB-V1 cytotox; D = KB-3-1 cytotox; E = HT1080 IDH1KD tx; F = SW480 rerep; G = MCF10A rerep; H = HT1080NT lethal; I = HEK293 tox
CCCCC(C(=O)O)C(C)CC(=O)Nc1cccc(C(=O)O)c1 (stereo not drawn)
  A: -16 | B: 7 | C: 4% | D: -14% | E: -5% | F: 2% | G: 2% | H: 0% | I: -17%

COc1cc(NS(=O)(=O)c2csc(C(N)=O)c2)cc(OC)c1
  A: 7 | B: 37 | C: u | D: -17% | E: 6% | F: 5% | G: 1% | H: 22% | I: -7%

COC(=O)c1cc(NC(=O)CN(c2ccccc2)S(=O)(=O)N(C)C)ccc1Cl
  A: -2 | B: x | C: -13% | D: u | E: x | F: x | G: x | H: x | I: 6%

Cc1nnc(NC(=O)c2ccc(S(=O)(=O)N3CC(C)CC(C)C3)cc2)o1 (stereo not drawn)
  A: -7 | B: 13 | C: -14% | D: u | E: -12% | F: u | G: -8% | H: -18% | I: -1%

COc1ccc(C(C)(O)c2nc(-c3cccc(NC(C)=O)c3)cs2)cc1 (stereo not drawn)
  A: 3 | B: 29 | C: u | D: -26% | E: 7% | F: x | G: x | H: 5% | I: 4%

CC(C)OC(=O)CCCN1C(=O)c2ccc(N)cc2C1=O
  A: 1 | B: -1 | C: 4% | D: 12% | E: 16% | F: -3% | G: 4% | H: 11% | I: 58%[activator]

O=C(O)c1ccccc1-c1ccccc1C(=O)NNc1ccc([N+](=O)[O-])cc1
  A: -2 | B: 9 | C: -8% | D: -5% | E: -3% | F: -1% | G: -7% | H: 2% | I: -16%

CC1CC(C)CN(S(=O)(=O)N2CCCC(C(=O)NCc3ccccc3Cl)C2)C1 (stereo not drawn)
  A: -1 | B: -13 | C: -25% | D: -4% | E: 8% | F: -9% | G: 2% | H: 10% | I: 5%

CC(C)(C)c1ccc(C(=O)N2CCCCCC2=O)cc1
  A: 0 | B: 65 | C: -2% | D: 14% | E: -6% | F: -1% | G: -1% | H: -2% | I: 38%

CC(C(=O)Nc1ccccc1)C(=O)Nc1ccccc1
  A: -9 | B: -5 | C: -5% | D: 2% | E: -2% | F: u | G: u | H: -20% | I: 4%

O=C1C=C(c2cccc(O)c2)CCC1
  A: 6 | B: -3 | C: 27% | D: 20% | E: 10% | F: -5% | G: 2% | H: 14% | I: 5%

COc1ccc(S(=O)CC(=O)Nc2ccc(Cl)cc2Cl)cc1 (stereo not drawn)
  A: -6 | B: -8 | C: u | D: -1% | E: 0% | F: -3% | G: 0% | H: 7% | I: -3%[7.66 µM]

O=C(NCc1ccccc1Cl)c1ccccc1CCc1ccccc1
  A: 1 | B: -15 | C: 0% | D: -3% | E: -10% | F: -4% | G: 3% | H: -9% | I: 2%

O=C(N/N=C/c1cccn1-c1ccc([N+](=O)[O-])cc1)c1cccnc1
  A: -6 | B: 38 | C: -13% | D: -8% | E: u | F: -63%[inhibitor] | G: 5% | H: -26% | I: u

O=C(Cn1cccc1C(=O)c1ccccc1)NCc1ccco1
  A: 5 | B: 30 | C: 2% | D: -1% | E: 4% | F: -4% | G: -2% | H: 4% | I: -4%

O=S(=O)(Nc1ccc2c(c1)OCCO2)c1c(F)cccc1F
  A: 6 | B: 13 | C: 8% | D: -24% | E: 4% | F: -6% | G: 3% | H: 13% | I: -1%

Cn1c(=O)[nH]c(=O)c2c1nc(CN1CCN(c3ccccc3F)CC1)n2CC(N)=O
  A: 0 | B: 7 | C: -2% | D: -8% | E: 3% | F: -6% | G: 10% | H: 4% | I: -4%

COC(=O)c1sccc1-n1cccc1C(=O)C(=O)N1CC(C)OC(C)C1 (stereo not drawn)
  A: -8 | B: 0 | C: -15% | D: 17% | E: 19% | F: -4% | G: 5% | H: u | I: -1%

CCCCCOc1ccc(C(=O)N(Cc2ccco2)C2CCS(=O)(=O)C2)cc1 (stereo not drawn)
  A: 30* | B: 3 | C: -10% | D: -27% | E: -18% | F: 0% | G: 13% | H: -5% | I: 1%

COc1c(/C=N/NC(=O)[C@H]2C[C@@H]2c2ccccc2)c(CCN(C)C(C)=O)cc2c1OCO2
  A: 7 | B: -9 | C: 0% | D: -4% | E: -5% | F: -4%[9.22 µM] | G: 5% | H: -12% | I: 17%

Cc1ccc(CNC(=O)C2CCC(CNS(=O)(=O)c3ccc4c(c3)CCCC(=O)N4)CC2)cc1 (stereo not drawn)
  A: 9 | B: x | C: 28% | D: 7% | E: x | F: x | G: x | H: x | I: 0%

Cc1c(NC(=O)/C(C#N)=C/C2CC=CCC2)c(=O)n(-c2ccccc2)n1C (stereo not drawn)
  A: 4 | B: -17 | C: 0% | D: 0% | E: 0% | F: -4% | G: -2% | H: 17% | I: -2%

O=C(c1cccnc1)N(Cc1ccccc1)C(=O)c1cccnc1
  A: -2 | B: 33 | C: 1% | D: -2% | E: 12% | F: -8% | G: -19% | H: 9% | I: -3%

CC1CC(=O)N(c2ccc(C(C)C)cc2)C(=O)C1
  A: 1 | B: -1 | C: 17% | D: -27% | E: -2% | F: 0% | G: 0% | H: 15% | I: 4%

Cc1cc(C)nc(N2CCCC(C(=O)NC3CCCC3)C2)n1 (stereo not drawn)
  A: -1 | B: 0 | C: 0% | D: 4% | E: 1% | F: -10% | G: 3% | H: 6% | I: 3%

CCOc1ccc2oc(C(=O)N3CCN(c4ccccc4OCC)CC3)c(C)c2c1
  A: 6 | B: -3 | C: u | D: -3% | E: -3% | F: 4% | G: u | H: 4% | I: -6%

CC(C)C(=O)Nc1sc2c(c1-c1nc3ccccc3[nH]1)CCCC2
  A: -7 | B: -13 | C: -8% | D: -1% | E: -7% | F: 2% | G: u | H: -5% | I: u

COc1ccc(-c2nc3c(Cl)cc(C(F)(F)F)cn3c2Cc2cccc(Cl)c2)cc1OC
  A: 4 | B: -18 | C: -3% | D: -2% | E: u | F: x | G: x | H: u | I: -6%

CCOC(=O)c1[nH]c(C)c(C(=O)N2CCN(c3cccc(Cl)c3)CC2)c1C
  A: 11 | B: -11 | C: 13µM* | D: 2% | E: u | F: -3% | G: 5% | H: 0% | I: -9%

COCCNC(=O)/C(C#N)=C/c1c(F)cccc1Cl
  A: -1 | B: -54* | C: 1% | D: -13% | E: -8% | F: -32%[inhibitor] | G: u | H: -19% | I: -3%

CSc1ncc(Cl)c(C(=O)N(Cc2ccc(C(C)C)cc2)C2CCS(=O)(=O)C2)n1 (stereo not drawn)
  A: 1 | B: x | C: 2% | D: 3% | E: x | F: x | G: x | H: x | I: -15%

COCCN(C(=O)COC(=O)c1ccc(Cl)s1)c1c(N)n(Cc2ccccc2)c(=O)[nH]c1=O
  A: -5 | B: -7 | C: u | D: -9% | E: -5% | F: -6% | G: 1% | H: -1% | I: 5%

CCC(C)[C@H]1COCCS(=O)(=O)N1Cc1ccc(C)cc1 (stereo partly drawn)
  A: -15 | B: -7 | C: u | D: u | E: 4% | F: 1% | G: -2% | H: 6% | I: 2%

C=C1CC[C@@H]2[C@](C)(CO)[C@H](O)CC[C@@]2(C)[C@@H]1C/C=C1/C(=O)OCC1O (stereo partly drawn)
  A: 9 | B: -87* | C: -27% | D: -20% | E: u | F: u | G: u | H: u | I: -18%

Cc1ccc(NC(=O)Cc2ccc(Cl)cc2)cc1S(=O)(=O)N1CCCCCC1
  A: 1 | B: u | C: -18% | D: u | E: u | F: -30% | G: 12% | H: u | I: -31%

O=C(O)CC(NC(=O)COc1ccccc1)c1cccc([N+](=O)[O-])c1 (stereo not drawn)
  A: 2 | B: 12 | C: 4% | D: 2% | E: 8% | F: -71%[inhibitor] | G: -7% | H: 5% | I: 15%

COc1cccc(NC2=C(Cl)C(=O)OC2OC(=O)c2ccco2)c1 (stereo not drawn)
  A: -13 | B: u | C: -4% | D: -11% | E: -23% | F: u | G: 14µM* | H: u | I: -20%

CCC1([N+](=O)[O-])COC(c2ccc(OC)cc2)OC1 (stereo not drawn)
  A: 0 | B: -11 | C: 2% | D: 10% | E: 10% | F: -14% | G: -2% | H: 0% | I: 2%

Cc1cc(C(=O)C(C)OC(=O)c2cnccn2)c(C)n1-c1ccccc1 (stereo not drawn)
  A: 11 | B: 13 | C: u | D: u | E: -1% | F: -7% | G: -3% | H: 2% | I: 3%

COCCNC(=O)Cn1c(=O)n(Cc2ccc(C(=O)NCc3ccco3)cc2)c(=O)c2ccccc21
  A: 4 | B: 3 | C: -1% | D: 3% | E: -1% | F: -2% | G: -1%&96% | H: 3% | I: 13%[1.53 µM]

Cc1csc(NC(=O)COc2ccc3c(c2)CCC3)n1
  A: 0 | B: -14 | C: u | D: -2% | E: 7% | F: -6% | G: 3% | H: 5% | I: -16%

CCOC(=O)c1c(C)[nH]c(C(=O)COC(=O)c2cnc(C)cn2)c1C
  A: 1 | B: 18 | C: u | D: u | E: 6% | F: -7% | G: -10% | H: -4% | I: 26%

O=C(CN1CCN(Cc2ccc(F)cc2)CC1)Nc1nc2ccccc2s1
  A: -1 | B: -7 | C: -26% | D: -6% | E: -3% | F: -1% | G: 1% | H: -9% | I: -1%

Cc1nc2ccccc2n1CC(=O)NCCN1CCCC1
  A: -13 | B: 11 | C: 1% | D: 1% | E: -12% | F: 2% | G: 3% | H: 2% | I: 3%

Compound activity as filed in PubChem.
